Screens from PubChem BioAssay.
RAD54 inh – inhibitors of human RAD54 branch migration, primary screen, biochemical, fluorescence, single point; DNA repair and recombination protein RAD54-like (Homo sapiens), Q92698; RAD54 Holliday junction branch migration, FAM/BHQ fluorescence; inhibition, % at 10.4 µM; 360,000 tested, 0.14% active; AID 602329, 2012;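 active = mean normalized replicate activity at least 40 and at least half of replicates scoring 40 or more; inconclusive = only one of the two criteria met; inactive = mean below 40 and under half of replicates reaching 40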;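 also: 0% = median of neutral control wells and 100% = median of positive control wells; inhibitors cause a drop in the FAM fluorescence signal; in these data hits start at about 50%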
PglD DTNB – C. jejuni PglD acetyltransferase inhibitors, primary screen, biochemical, DTNB colorimetric, single point | UDP-N-acetylbacillosamine N-acetyltransferase PglD (Campylobacter jejuni) | purified PglD enzyme, DTNB colorimetric CoA detection | inhibition, % at 12.5 µM | 360,000 tested, 0.098% active; in the data active = inhibition above about 16%, passing the limit was not always enough; inconclusive = no clear call, values can overlap the other calls; also: strong numbers were not always called active
CASP6 VEID inh – human caspase-6 inhibitors, primary screen, biochemical, VEID-R110 fluorescence, single point, set 2. inhibition, % at 12.5 µM. purified caspase-6, Z-VEID-R110 cleavage fluorescence. 350,000 tested, 0.53% active. P55212;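 active = mean inhibition across replicates at least about 35%, with every replicate also reaching that limit, limit read from the data; inconclusive = only one of the two criteria met; inactive = neither criterion met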;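 also: 0% = median of neutral control wells and 100% = no fluorescence left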
esBAF inh – Bmi1 luciferase reporter increase in mESCs, primary screen, esBAF inhibitor project, mouse ES cells, Bmi1 luciferase knock-in, single point; 24 h; 100% = twice the neutral-well signal; reporter increase, % at 12.5 µM; 350,000 tested, 2% active; AID 602393, 2012; in the data active = activation above about 40%; inconclusive = no clear call, values can overlap the other calls;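 also: 0% = median of the plate's neutral control wells and 100% = double that signal; a rise in the Bmi1 reporter signal indicates esBAF inhibition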
E-sel inducer – E-selectin induction in HUVECs, primary screen, imaging, HUVEC, immunofluorescence imaging, single point. activation, % at 7.58 µM. AID 686992, 2013. normalized: neutral wells 0, TNF-alpha wells 100. 260,000 tested, 0.37% active;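 active = mean E-selectin-positive cell signal at least 10% of the positive control, reached in at least 60% of replicates, without over 20% cell loss; inconclusive = no rule given, readout overlaps actives, possibly toxicity-flagged; inactive = the rest, including those meeting only one limit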;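 also: in these data hits start at about 27%; measured in HUVEC primary endothelial cells; signal is the percent of cells scored E-selectin positive by PE staining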
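Test system – human umbilical vein endothelial cells (HUVEC), E-selectin induction · Input – 3,000 HUVEC seeded per well · Buffer or medium – EGM-2, gelatin · Compound dosing – single-point compound dose · Detection – immunofluorescence imaging · Measure – percent E-selectin-positive cells · Controls – TNF-alpha high, DMSO low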
ARNT TACC3 PPI – disruptors of ARNT/TACC3 protein interaction, primary screen, biochemical, AlphaScreen, single concentration | AlphaScreen His-ARNT PAS-B/GST-TACC3 binding, luminescence; TACC3 fragment carries E629A point mutation | 390,000 tested, 0.66% active | Transforming acidic coiled-coil-containing protein 3 (Homo sapiens), Q9Y6A5 | inhibition, % at 9.99 µM;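 active = mean inhibition of replicates at least 50% and at least half of replicates each reaching 50%; inconclusive = half or more replicates reach 50% but mean below 50%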;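 also: 0% = complete ARNT plus TACC3 wells and 100% = ARNT alone without TACC3; many hits fall short of the cut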
ERp5 inh – inhibitors of ERp5-driven insulin aggregation, primary screen, biochemical, turbidity, absorbance 650 nm, single point | Protein disulfide-isomerase A6 (Homo sapiens), Q15084 | 90 min | inhibition, % at 9.99 µM | 350,000 tested, 0.05% active | AID 651711, 2012;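 active = mean replicate inhibition above about 25%, with every replicate also reaching it, limit read from the data, passing the limit was not always enough; inconclusive = only one of those two criteria met; inactive = neither criterion met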
Target sequence (Q15084 whole entry, looked up): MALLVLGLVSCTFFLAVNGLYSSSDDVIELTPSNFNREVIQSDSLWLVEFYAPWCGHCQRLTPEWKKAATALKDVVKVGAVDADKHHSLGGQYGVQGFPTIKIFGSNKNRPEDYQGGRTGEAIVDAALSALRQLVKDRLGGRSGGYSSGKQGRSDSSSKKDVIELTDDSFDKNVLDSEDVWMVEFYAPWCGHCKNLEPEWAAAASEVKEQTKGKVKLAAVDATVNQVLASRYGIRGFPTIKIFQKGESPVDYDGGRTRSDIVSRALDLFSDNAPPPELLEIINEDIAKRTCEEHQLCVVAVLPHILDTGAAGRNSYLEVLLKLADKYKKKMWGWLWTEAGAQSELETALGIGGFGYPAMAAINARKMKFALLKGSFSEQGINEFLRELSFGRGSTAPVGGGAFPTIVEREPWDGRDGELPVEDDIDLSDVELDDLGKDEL
RAD52 anneal inh – RAD52 DNA annealing inhibitors, primary screen, biochemical, FRET, single point, set 2; inhibition, % at 18.7 µM; recombinant RAD52 DNA annealing, FRET fluorescence; 360,000 tested, 0.46% active; DNA repair protein RAD52 homolog (Homo sapiens), P43351;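 active = every replicate showing at least 50% inhibition; inconclusive = mean inhibition at least 50% but not in every replicate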
Target sequence (P43351 whole entry, looked up): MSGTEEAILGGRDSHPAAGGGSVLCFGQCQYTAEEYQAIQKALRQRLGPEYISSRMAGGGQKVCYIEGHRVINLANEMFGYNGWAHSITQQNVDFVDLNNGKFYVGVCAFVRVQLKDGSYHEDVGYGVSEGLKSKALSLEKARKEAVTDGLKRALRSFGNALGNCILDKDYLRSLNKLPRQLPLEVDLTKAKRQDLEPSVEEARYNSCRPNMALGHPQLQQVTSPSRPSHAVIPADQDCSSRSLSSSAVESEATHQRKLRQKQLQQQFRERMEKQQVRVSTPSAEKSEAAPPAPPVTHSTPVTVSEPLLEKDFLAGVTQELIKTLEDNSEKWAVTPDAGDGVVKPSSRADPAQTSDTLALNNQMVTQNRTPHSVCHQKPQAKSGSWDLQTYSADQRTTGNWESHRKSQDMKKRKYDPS
* hit, by the source's call; ? = inconclusive; . = not tested or not shown.

Molecule,RAD54 inh,PglD DTNB,CASP6 VEID inh,esBAF inh,E-sel inducer,ARNT TACC3 PPI,ERp5 inh,RAD52 anneal inh
O=C(/C=C/c1ccc2c(c1)OCO2)c1ccccn1,2.8,0.6,9.2,38.4*,0.4,-2.3,-8.0,-16.3
CCOCCCNC(=O)C1CCN(Cc2cccc(OCc3ccccc3)c2)CC1,-31.6,-0.3,1.7,-4.3,0.2,2.1,4.2,1.3
CCOc1ccc(NC(=S)NNC(=O)c2ccc(Br)cc2)cc1,.,.,-3.8,.,-0.5,6.0,-2.0,-15.3
CC(Cc1ccco1)NC(=O)c1cccc(S(=O)(=O)N(C)C)c1 (centres undefined),-6.6,9.4,3.8,32.4,.,0.4,1.7,-4.0
Cc1ccc(S(=O)(=O)C[C@@H]2OC[C@H](C(C)C)N2S(=O)(=O)c2ccc(C)cc2)cc1,.,.,1.5,.,-0.2,.,-1.5,-20.6
CO[C@@H]1CN(C)C(=O)c2ccc(NC(=O)Cc3ccccc3)cc2OC[C@H](C)N(C(=O)c2ccccc2F)C[C@H]1C,-7.3,-0.5,.,-2.4,-0.2,-0.5,0.9,-3.6
O=C(Cc1ccccc1)N1CC(=O)N2[C@H](CO)[C@@H](c3ccc(C#Cc4ccccc4)cc3)[C@H]2C1,.,.,0.3,.,-0.1,.,3.6,-32.4
Cc1cc(-n2cc(Br)c(=O)[nH]c2=O)nc(-c2ccccc2)n1,.,.,-0.6,-17.1,0.0,.,-2.1,-16.3
C[C@H](CO)N1C[C@H](C)[C@H](CN(C)C(=O)Cc2ccccc2)OCCCC[C@H](C)Oc2ccc(NC(=O)Nc3ccc4c(c3)OCO4)cc2C1=O,7.3,-0.4,0.0,4.9,0.0,-1.6,0.2,28.7
C/C(CC(=O)Nc1ccccn1)=N\NC(=O)C(=O)Nc1cccc(Cl)c1C,-11.6,-0.1,.,7.3,.,5.8,.,.
COc1ccc(CN(C)CC(=O)NC2CCCc3ccccc32)cc1OC (centres undefined),.,.,1.0,.,.,-4.5,-5.8,-15.8
Cn1c(=O)c2cc(S(=O)(=O)NCCC(=O)Nc3ccccc3F)ccc2n(C)c1=O,-9.1,-5.0,.,-7.7,.,-7.3,.,.
CC(C)CSc1nsc(N)n1,-11.6,0.9,-0.2,?,.,-1.0,0.9,-16.5
C[C@@H]1CN([C@@H](C)CO)C(=O)c2cccc(NC(=O)C3CC3)c2O[C@H]1CN(C)S(=O)(=O)c1ccc(Cl)cc1,-3.9,0.8,1.0,-0.6,-0.6,-10.9,5.6,8.7
CC1CCCCN1S(=O)(=O)c1ccc2c(c1)oc(=O)n2CC(=O)O (centres undefined),-13.9,5.0,.,-5.0,.,0.4,.,.
COC(=O)c1sc(N2C(=O)c3oc4ccccc4c(=O)c3C2c2cccc(O)c2)nc1C (centres undefined),-2.9,-0.2,-0.6,.,0.0,-4.8,5.1,-8.3
NC(N)=NCCCC(N)C(=O)CC(Cc1ccccc1)C(=O)O (centres undefined),8.8,-2.1,2.1,.,.,-2.5,-0.5,20.2
COc1cc(OC)cc(C(=O)Nc2cccc3cccnc23)c1,-9.4,-8.5,1.0,-1.9,.,3.4,0.8,8.6
Cc1cc2nc(-c3cccc(NC(=O)c4ccc(Br)o4)c3)oc2cc1C,-8.4,3.5,-2.4,8.6,.,-4.7,-5.3,-10.3
COCCNC(=S)N1CCC(C(=O)c2ccc(Cl)cc2)CC1,-1.1,-5.9,-2.0,9.6,0.3,.,4.3,-1.9
Cc1occc1-c1nnc(SCC(=O)Nc2ccccc2)n1C,5.8,4.0,-2.2,-3.1,.,.,-3.9,0.0
CCCN1[C@@H]2c3ccc(-c4ccncc4)c(=O)n3C[C@H]1[C@H](CO)[C@H]2C(=O)NCCc1cn(C)cn1,2.6,-3.0,-0.9,0.8,-0.3,9.6,-1.6,-15.5
CC(C)CC(=O)c1c[nH]c(C(=O)NCc2ccccc2)c1,-1.9,-0.9,-0.4,-2.8,.,-7.0,6.2,1.8
COc1ccc(CC(=O)N/N=C(/C)CC(=O)N(C)c2ccccc2)cc1,.,.,0.5,0.5,0.0,6.9,8.5,-2.6
C[C@H]1CN([C@@H](C)CO)C(=O)c2cccc(NC(=O)Nc3ccccc3)c2O[C@H]1CN(C)S(=O)(=O)c1ccc(F)cc1,-16.3,-2.2,-0.8,-1.8,0.3,0.5,1.3,10.2
CC=Cc1ccc2n(c1=O)C[C@@H]1[C@@H](CO)[C@H](C(=O)NCC3CC3)N(Cc3ccncc3)[C@H]21 (mixture of isomers),-8.5,1.8,-0.5,-1.5,-0.3,-1.4,-0.3,-38.2
O=C(Cc1c(F)cccc1Cl)N1CCN(S(=O)(=O)c2cccs2)CC1,-5.8,-0.8,-0.8,2.3,-0.2,8.8,-0.2,-11.2
CN(C(=O)COC(=O)c1ccc([N+](=O)[O-])cc1N)c1ccccc1,.,.,-3.1,.,-0.8,-6.9,5.4,-94.1
O=C(c1cc([N+](=O)[O-])ccc1N1CCCC1)N1CCCCC1,.,.,-4.3,.,3.9,-4.4,-2.7,-33.3
O=C(CSc1nnc(-c2cccnc2)n1-c1ccccc1)Nc1ccccn1,-15.1,5.4,.,-3.3,.,-19.6,.,.
COCCn1c(SCC#N)nnc1-c1ccc2c(c1)OCO2,-9.7,-3.1,.,5.6,.,-0.7,.,.
CCC(C)c1ccc(O)c(NC(=O)c2ncn[nH]2)c1 (centres undefined),-3.4,-0.8,.,8.3,.,12.2,.,.
COc1cccc(CNc2ccc3[nH]c(=O)[nH]c3c2)c1OCc1ccccc1,2.0,18.1,.,-0.8,.,19.5,.,.
CN(C)C(=O)c1cccc(-c2ccc3c(c2)[C@H]2[C@H](CCN2C(=O)c2ccccc2F)[C@H](CO)N3)c1,6.8,-2.1,-1.0,11.4,-0.6,-2.5,3.1,-4.1
O=C(NCc1ccccc1)N1CCN(c2ccccc2)CC1,-6.1,-7.0,-3.8,-0.6,.,-3.9,1.1,0.2
O=C(O)CCNc1nc(C(F)(F)F)nc2ccccc12,.,.,12.5,.,.,-7.7,7.9,-5.0
Cc1cc([N+](=O)[O-])nn1Cc1ccc(C(=O)N/N=C/c2ccc(O)cc2O)cc1,0.6,1.6,.,.,0.0,37.6,.,.
O=C(NCc1ccco1)C1CC(=O)N(c2ccc(O)cc2)C1 (centres undefined),-7.9,0.1,.,0.4,.,-5.2,.,.
O=C1OCCN1/N=C/c1ccc([N+](=O)[O-])o1,-6.9,2.7,8.0,-4.5,2.3,-3.3,-2.5,-28.5
O=C(c1cccnc1)N1CC(=O)N2[C@H](CO)[C@@H](c3ccc(-c4cccnc4)cc3)[C@H]2C1,.,.,-0.7,.,1.2,.,0.0,-21.0
CCCN1CCN(S(=O)(=O)c2ccc3c(c2)CC(C)N3C(=O)C2CC2)CC1 (centres undefined),11.9,0.8,-1.5,-1.9,.,5.6,3.5,-16.7
O=C(OCc1ccccc1)N1CCC2CC1c1cc(-c3ccccc3)ccc12 (centres undefined),4.0,-1.9,0.7,8.4,1.2,-2.4,3.7,-9.4
Cc1cccc(C)c1OCC(O)Cn1nnc2ccccc21 (centres undefined),-12.0,-1.7,.,10.8,.,-4.5,.,.
Nc1cc2cccnc2cc1Cl,-5.7,5.1,62.3*,2.0,0.2,53.5*,2.0,-8.8
CC1(C)Oc2ccc3ccc(=O)oc3c2-c2cnoc21,-3.1,1.4,-0.2,2.3,-0.2,.,0.5,-29.4
OC(CN1CCOCC1)CN1CCOCC1,-7.1,-0.9,.,-8.5,.,-10.0,.,.
COc1cccc(NC(=O)CN2C(=O)NC(Cc3c[nH]c4ccccc34)C2=O)c1 (centres undefined),3.4,3.9,0.0,-0.4,-0.3,-0.5,-0.3,-7.9
CCCN1CCCCC(NC(=O)c2cccs2)C1=O (centres undefined),.,.,3.4,.,0.1,.,-0.7,-25.5
COc1ccccc1S(=O)(=O)N(C)C[C@@H]1Oc2cc(C#CCC(C)C)ccc2S(=O)(=O)N([C@H](C)CO)C[C@H]1C,-13.5,-1.6,5.1,2.9,.,-0.9,-0.8,11.7
Cc1ccc(C)c(S(=O)(=O)N2CCN(C(=O)c3cncc(Br)c3)CC2)c1,-23.2,-3.8,-1.8,4.1,-0.2,-4.1,1.8,7.0

(more compounds)
Molecule,RAD54 inh,PglD DTNB,CASP6 VEID inh,esBAF inh,E-sel inducer,ARNT TACC3 PPI,ERp5 inh,RAD52 anneal inh
CC(C)C[C@@]12C(=O)N(c3cccc(F)c3)C(=O)N1[C@H](c1ccc(Cl)cc1)[C@@H]1C(=O)N(C3CCCCC3)C(=O)[C@@H]12,-0.6,-0.6,-8.4,-7.3,0.0,-3.4,-1.4,6.2
COC(=O)C1CSC(c2ccc(Cl)cc2)N1C(=O)c1ccccc1 (centres undefined),0.3,-0.5,0.3,0.7,0.0,-5.5,1.1,-12.6
Cn1c(=O)c2c(nc(SCCCO)n2Cc2ccccc2Cl)n(C)c1=O,-3.8,-3.2,.,-7.1,.,-2.6,.,.
Cc1ccc(C)c(S(=O)(=O)Nc2ccc(C(=O)NCC(c3ccco3)N(C)C)cc2)c1 (centres undefined),.,.,0.1,.,-1.3,0.8,-2.6,-3.9
COC(=O)c1cccc(NC(=S)Nc2cc(Cl)ccc2OC)c1,.,.,0.2,.,1.1,30.2,-2.8,-23.4
CO[C@@H]1CN(C)C(=O)c2cc(NC(C)=O)ccc2OC[C@H](C)N(Cc2ccccc2F)C[C@H]1C,-8.9,0.0,5.6,0.1,-0.2,4.1,4.4,-17.7
c1ccc(C(c2nnnn2C2CCCC2)N2CCN(c3nc4ccccc4s3)CC2)cc1 (centres undefined),-2.6,-4.3,.,-7.1,.,-3.9,.,.
CCC1C/C(=C\c2cccnc2)C(=O)/C(=C/c2cccnc2)C1 (centres undefined),.,.,16.7,.,0.5,-3.2,-6.0,-4.0
C[C@@H]1CN([C@H](C)CO)C(=O)c2cc(C#CC3(O)CCCC3)cnc2O[C@@H]1CN(C)C(=O)CN(C)C,1.9,-0.1,0.8,-0.8,0.2,-7.7,-4.1,-17.4
Cc1ccc(O)c(NC(=O)C2=CC(c3ccco3)=NS(=O)(=O)N2C)c1,-6.5,-0.3,1.5,5.8,-0.1,.,4.3,-2.3
CCN(CC)CCN(C)C(=O)c1ccc(OC2CCN(C(=O)C3CC3)CC2)cc1,1.8,-9.4,4.7,-6.2,.,-0.3,11.5,-0.7
Cc1cccc(NS(=O)(=O)c2cc(C(=O)NCCC3=CCCCC3)ccc2Cl)c1,5.1,-3.4,.,1.7,.,-1.2,5.6,-11.3

Hits appear at their usual frequency, and some 3.2% of all compounds hit somewhere here.
